# Bioassay records: PubChem, several laboratories
# PGE2 EP2 inh: human EP2 receptor antagonists, primary screen, TR-FRET cAMP, C6 glioma cells; Prostaglandin E2 receptor EP2 subtype (Homo sapiens), P43116; inhibition, % at 25 µM; C6 glioma cells expressing human EP2; cells stimulated with saturating PGE2; AID 1422, 2008; hit rate 0.52% among 260,000;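 active = percent inhibition above 40 after rounding to a whole number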;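 note: rat C6 glioma host cells with rolipram phosphodiesterase inhibitor present; the protocol text gives 20 µM as final concentration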
# eIF4E-4G inh: eIF4E–eIF4G protein interaction inhibitors, primary screen, biochemical, uHTS, TR-FRET, eIF4GI fragment; Eukaryotic translation initiation factor 4E (Mus musculus) + Eukaryotic translation …; TR-FRET eIF4E-eIF4GI(517-606) binding, 2 h; inhibition, % at 21.7 µM; hit rate 0.37% among 220,000; AID 782, 2007;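 active = inhibition above about 30%, limit read from the data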;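 note: 0% = full FRET control wells and 100% = background wells lacking eIF4GI fragment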
# p97 ATPase inh: inhibitors of human p97 ATPase, primary screen, biochemical; recombinant p97 ATPase, Kinase-Glo ATP luminescence, 3 h; inhibition, % at 8 µM; hit rate 0.42% among 220,000; in the data active = inhibition above about 15%;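 note: 0% = DMSO vehicle and 100% = wells lacking enzyme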
# EP2 modulator: EP2 receptor modulators, cAMP readout, primary screen, cell-based, HTRF cAMP, PGE2 stimulation | EP2-expressing cells, cAMP HTRF FRET, PGE2 co-stimulation | Prostaglandin E2 receptor EP2 subtype (Homo sapiens), P43116 | AID 940, 2007 | induction, % at 25 µM | hit rate 0.83% among 260,000;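 active = compounds whose cAMP rise, as percent of the full-agonist control response, exceeds 60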;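 note: rat C6 glioma line stably carrying human EP2 under a CMV promoter; the protocol text gives 20 µM as final concentration; 100% = response of wells given 1 µM PGE2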
# S1P4 antag: S1P4 receptor antagonists, primary screen, cell-based; S1P4-expressing cells, antagonist mode, reporter read-out; inhibition, % at 4.98 µM; hit rate 0.26% among 220,000; in the data active = inhibition above about 29%;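 note: 0% = wells stimulated with agonist and 100% = vehicle wells without agonist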
# NPY-Y1 antag: NPY-Y1 receptor antagonists, primary screen, cell-based | Neuropeptide Y receptor type 1 (Homo sapiens), P25929 | HEK293-CNG Y1 cells, membrane potential fluorescence; NPY at EC95, then isoproterenol | hit rate 1% among 200,000 | inhibition, % at 3.6 µM;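 active = inhibition above the campaign mean inhibition of all tested compounds plus 3 SD, cut at about 20% in these data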;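 note: 0% = DMSO wells given NPY plus isoproterenol and 100% = isoproterenol alone without NPY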
# Target sequence (P25929 whole entry, looked up): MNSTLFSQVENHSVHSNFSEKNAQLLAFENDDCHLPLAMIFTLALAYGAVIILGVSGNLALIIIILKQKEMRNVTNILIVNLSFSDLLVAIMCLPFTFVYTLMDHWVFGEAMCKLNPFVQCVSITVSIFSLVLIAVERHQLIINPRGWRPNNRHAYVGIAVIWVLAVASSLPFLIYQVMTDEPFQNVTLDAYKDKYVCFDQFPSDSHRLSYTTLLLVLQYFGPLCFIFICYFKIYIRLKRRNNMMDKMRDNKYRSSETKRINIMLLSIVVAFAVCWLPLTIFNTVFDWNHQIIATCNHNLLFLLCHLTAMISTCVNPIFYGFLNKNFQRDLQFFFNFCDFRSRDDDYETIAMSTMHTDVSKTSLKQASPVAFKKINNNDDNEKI
#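 Material: Y1- and CNG-channel-expressing HEK293 cells / Probe or stimulus: NPY 25 nM then isoproterenol 1 µM plus Ro 20-1724 25 µM / Doses: 3.6 µM single dose, DMSO 0.4% / Schedule: compound incubation 1 h at room temperature, readout 45 min post-stimulation / Signal: membrane potential fluorescence / Benchmarks: isoproterenol-only wells as full block versus NPY-plus-isoproterenol wells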
# S1P4 ag: S1P4 receptor agonists, primary screen, cell-based; Sphingosine 1-phosphate receptor 4 (Homo sapiens), O95977; hit rate 0.35% among 220,000; S1P4-expressing cell line, agonist reporter assay; activation, % at 4.98 µM; in the data active = activation above about 11%;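 note: 0% = DMSO vehicle and 100% = reference agonist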
# NPY-Y1 PAM-ag: NPY-Y1 receptor potentiators or agonists, primary screen, cell-based | Neuropeptide Y receptor type 1 (Homo sapiens), P25929 | NPY-Y1 expressing cells, potentiator/agonist activation | activation, % at 3.6 µM | hit rate 0.37% among 220,000 | AID 1304, 2008; in the data active = activation above about 33%, passing the limit was not always enough;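 note: cells stimulated with NPY at EC10 then isoproterenol at EC100; 0% = low agonist plus stimulus and 100% = saturating agonist plus stimulus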
# NPY2 pot ag: NPY-Y2 potentiators or agonists, primary screen, cell-based; hit rate 0.45% among 220,000; activation, % at 3.6 µM; AID 1359, 2008; Neuropeptide Y receptor type 2 (Homo sapiens), P49146; cells expressing NPY-Y2, potentiator/agonist read-out; in the data active = activation above about 27%;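 note: cells stimulated with NPY near EC25 plus isoproterenol at EC100; 0% = vehicle plus submaximal agonist and 100% = vehicle plus saturating agonist; some results beyond the cut were filed as inactive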
# Target sequence (P49146 whole entry, looked up): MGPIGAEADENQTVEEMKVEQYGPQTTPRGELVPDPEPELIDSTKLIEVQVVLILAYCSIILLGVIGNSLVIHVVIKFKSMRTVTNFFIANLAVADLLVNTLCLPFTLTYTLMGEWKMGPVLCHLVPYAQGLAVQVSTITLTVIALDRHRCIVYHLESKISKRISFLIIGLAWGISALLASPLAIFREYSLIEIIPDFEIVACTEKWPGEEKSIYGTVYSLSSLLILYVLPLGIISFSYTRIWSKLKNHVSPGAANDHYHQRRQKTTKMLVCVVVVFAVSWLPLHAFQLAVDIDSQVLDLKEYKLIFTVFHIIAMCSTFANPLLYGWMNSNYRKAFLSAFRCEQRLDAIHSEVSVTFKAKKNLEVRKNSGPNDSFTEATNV
# An asterisk follows results filed as active; . = no result given; & = joins results of further samples; [ ] = dose if it differs, or a comment.
smiles	NPY-Y1 PAM-ag	EP2 modulator	NPY2 pot ag	S1P4 ag	p97 ATPase inh	PGE2 EP2 inh	eIF4E-4G inh	NPY-Y1 antag	S1P4 antag
CC1CCCCC1NC(=O)C1CCN(S(=O)(=O)c2cccc3nsnc23)CC1 (configuration not stated)	-4	7	22	-3.6	2	5	-4[fluorescence artefact?]	1	-3
c1ccc(CSc2nnc3ccc(-c4ccco4)nn23)nc1	6	-18	3	-1.2	0	6	0	2	-2
CCCc1nc2c(nnn2Cc2ccccc2F)c(=O)[nH]1	-27	40	-2	1.2	2	10	5	11	1
O=C(CSCc1ccccc1Cl)Nc1c[nH]c(=O)[nH]c1=O	-2	25	0	0.6	6	4	4	-4	-6
CCOC(=O)C1(Cc2ccccc2Cl)CCN(C(=O)CCn2ccnc2C)CC1	-13	-31	-6	1.0	-11	6	1	7	-34
Cc1cc(C(=O)COc2ccc(Cl)cc2Br)c(C)n1C	-25	-29	-18	-0.8	0	2	6	11	6
O=c1[nH]c(O)c(/C=C2\C=Nc3ccccc32)[nH]1	27	-60	1	0.1	10	12	6	.	15
Cn1cccc1Cc1nnc(SCC(=O)NCCc2ccccc2)n1-c1ccc(F)cc1	2	2	-16	2.1	-1	7	-4	0	-1
COc1cccc(-n2c(CNc3ccc(F)cc3)nnc2SCC(N)=O)c1	3	31&-12	-11	0.2	3	4&9	6	0	-10
Cc1cccc(N(CC(=O)N/N=C/c2ccccc2C(=O)O)S(C)(=O)=O)c1C	-3	-28	-12	-0.8	-2	8	0	.	-4
Clc1ccc2nc(CN3CCCc4ccccc43)cn2c1	-5	-9	3	-0.6	-1	3	4	4	-11
C=CCNc1nc2ccccc2nc1NS(=O)(=O)c1cccs1	-6	1	4	0.0	4	11	.	4	-13
CN(C)CCOCCOc1ccc(Cl)cc1C(C)(C)C	-16	-31	-29	-0.5	1	3	-1	9	12
COC(=O)c1cnn(-c2ccccc2)c1N	9	2	-2	1.3	0	7	0	.	18
CS(=O)(=O)c1ccc(N2CCN(C3CC(=O)NC3=O)CC2)cc1 (configuration not stated)	-5	0	-7	-0.5	4	0	-5	-5	-4
CCC(C)Sc1nc2c(cnn2-c2ccc(C)c(C)c2)c(=O)[nH]1 (configuration not stated)	-13	46	-1	2.8	5	11	-7	5	-2
Cc1cccc(NC(=S)N(c2ccccc2)C(C)C)c1C	-8	3	11	0.7	2	6	-6[fluorescence artefact?]	6	-15
COC(=O)c1cccc(Nc2nc(-c3cccnc3)nc3ccccc23)c1	19	-3	-16	0.7	5	12	7	.	-14
CS(=O)(=O)c1ccc2nc(NC(=O)C3CCCCC3)sc2c1	24	10	6	-0.4	5	2	-4	-4	-6
CC1=C/C(=N\OC(=O)/C=C/c2ccccc2)C(C)=CC1=O	-17	38	-6	1.8	-1	10	3	-1	-12
CCCCCCNc1cc(C)oc(=O)c1C(C)=O	-28	51	-22	1.0	0	10	6[fluorescence artefact?]	4	5
CCOc1ccc(C(=O)Nc2ccc(N3CCN(C(C)=O)CC3)cc2)cc1[N+](=O)[O-]	-6	-16	-2	0.7	3	2	-1	-2	-9
Cc1cccc(S(=O)(=O)NNC(=O)c2cc(-c3ccc(F)cc3)nc3ccccc23)c1	6	48	-7	0.7	0	7	-4	0	-3
O=C(CN1CCN(C2CCCCC2)CC1)c1c[nH]c2ccccc12	-21	7	2	-2.4	-8	18	-15[fluorescence artefact?]	3	-6
O=C(Nc1ncc(Cc2cccc(Cl)c2)s1)C1=NCCN1	17	-3&-4	9	1.2	2	10&0	-5	8	-2
OCC1CCCCN1CCNCc1cn[nH]c1-c1cccc2ccccc12 (configuration not stated)	11	-3	4	2.3	3	8	-8	.	-24
Cc1ccc(C)c(N2CCN(C(=O)C34CC5CC(C3)CC(n3nnc(C)n3)(C5)C4)CC2)c1	-11	20	7	0.5	0	18	3	.	-11
O=C(CCn1c(=S)oc2ccccc21)Nc1ccc(F)cc1	2	-21	0	2.0	1	6	3	8	-13
Cn1c(=O)c2c(n(C)c1=O)=NC1(CCCCC1)N=2	-1	14	10	-1.0	5	10	0	7	-15
CCN(Cc1ccccc1)C(=O)CCc1nnc(CCCc2ccccc2)o1	-10	3	-10	-0.6	1	2	-1	5	3

# Continued.
smiles	NPY-Y1 PAM-ag	EP2 modulator	NPY2 pot ag	S1P4 ag	p97 ATPase inh	PGE2 EP2 inh	eIF4E-4G inh	NPY-Y1 antag	S1P4 antag
O=C(NCCc1ccccc1)C(=O)NC1CCCCC1	16	28	9	1.5	3	3	1	3	-16
CC(=O)NC(NC(=S)Nc1ccccc1Br)C(Cl)(Cl)Cl (configuration not stated)	2	19	10	0.8	4	-1	3	-2	5
c1ccc(-n2ncc3c2ncn2cnnc32)cc1	-9	9	-4	1.3	1	12	-16	0	-7
Cc1cccc2cc(CN(CC3CCCO3)C(=O)NC3CCCCC3)c(=O)[nH]c12 (configuration not stated)	-3	12	7	-0.6	-3	7	-2	-4	-6
O=C(N/N=C/c1ccccn1)c1ccc(S(=O)(=O)N2CCCCCC2)cc1	20	4	14	-1.4	5	9	-1	-4	-9
Cn1c(=O)cc2c3c(c(N4CCCCC4)ccc31)C(=O)c1ccccc1-2	42	0	39	3.1	-13	15	-14	.	-8
CCCC(=O)Nc1nnc(-c2ccco2)s1	8	-6	24	-0.8	-1	7	13	0	1
O=C(c1ccc(O)cc1)c1ccc(O)cc1O	7	29	7	1.8	5	6	-5	.	-4
COCc1ccc(CN2CCCC(CO)(Cc3cccc(OC)c3)C2)o1 (configuration not stated)	1	4	-11	-0.1	-1	5	3	.	5
CCCCCOc1ccc(/C=C/C(=O)NCCc2nc3ccccc3[nH]2)cc1OC	-50	-63	-7	-1.8	0	8	4	4	-18
COc1ccccc1NC(=O)CN1CCCCC1	17	25	-1	1.4	3	5	-6[fluorescence artefact?]	4	23
CCOc1ccc(/C=C/C2=CC(C)(C)NC(=S)N2)cc1	-10	-23	-2	0.8	-6	7	-1	-1	-10
COc1cc(S(=O)(=O)Nc2ccccc2C)ccc1NC(=O)c1ccncc1	-2	4&-7	-14	3.8	4	6&6	-3	2	-11
O=C(NNS(=O)(=O)c1ccccc1)c1ccncc1	4	3	-12	-1.2	3	3	-3	-2	-8
CCOC(=O)C(NC(C)=O)C(=O)Nc1ccc(C(C)(C)C)cc1 (configuration not stated)	2	-60	13	-0.8	5	7	5	0	20
CC1CN(C(=O)c2cccc(S(=O)(=O)Nc3cc(Cl)ccc3Cl)c2)CC(C)O1 (configuration not stated)	-10	30	-3	-0.9	-2	-1	0	0	-11
CC(C)C(c1nnnn1Cc1ccc(F)cc1)N1CCSCC1 (configuration not stated)	-5	15	10	-0.1	-1	3	-1	6	-11
CCCCn1c(O)c(C=NCCCN(C)C)c(=O)[nH]c1=O	0	1	16	-0.9	1	5	10	2	-19
Cc1onc(-c2ccccc2Cl)c1C(=O)N1C=CC(C(F)(F)F)=NCC1	11	21	-7	0.8	-1	4	-4[fluorescence artefact?]	6	-1
O=[N+]([O-])c1cccc(-c2nc(-c3ccncc3)no2)c1	9	-40	20	0.0	0	.	3	2	-14
O=C(NCCC1=CCCCC1)C1CCN(c2nnc(-n3cccc3)s2)CC1	-20	-2	-7	0.0	-9	7	5	7	-5
O=C(O)c1ccc(Sc2nnnn2-c2ccccc2)c([N+](=O)[O-])c1	-5	17	-7	-2.5	2	13	3	-3	-14
COc1ccccc1N1CCN(/N=C/C=C\c2ccco2)CC1	9	-33	-9	-2.0	-1	8	10[fluorescence artefact?]	2	8
O=C(NCC1(c2ccccc2)CCCC1)c1ccc(Br)cc1	2	-59	1	1.8	2	9	2	6	-9
Cc1ccc(CN2CCCNC2=O)cc1	7	6	-13	-0.8	1	7	0	1	-2
Cc1cc(C)cc(OCC(=O)OCC(=O)Nc2c(C)n(C)n(-c3ccccc3)c2=O)c1	1	36	-2	0.7	2	8	2	-3	1
CCOc1ccc2ccccc2c1C(=O)N1CCN(c2ccccc2)CC1	-13	14	10	1.9	0	10	2	19	-2
CN(/N=C/c1ccc2c(c1)OCO2)c1nc(N2CCOCC2)nc(N2CCOCC2)n1	-6	-28	-7	0.0	-1	3	-3	1	-6
COc1cccc(NC(=O)Nc2ccncc2)c1	-14	-39	-1	-1.1	1	6	-2	3	-5

# An excerpt from above in order of molecular weight, lowest first.
smiles	NPY-Y1 PAM-ag	EP2 modulator	NPY2 pot ag	S1P4 ag	p97 ATPase inh	PGE2 EP2 inh	eIF4E-4G inh	NPY-Y1 antag	S1P4 antag
O=C(c1ccc(O)cc1)c1ccc(O)cc1O	7	29	7	1.8	5	6	-5	.	-4
CCCC(=O)Nc1nnc(-c2ccco2)s1	8	-6	24	-0.8	-1	7	13	0	1
COc1ccccc1NC(=O)CN1CCCCC1	17	25	-1	1.4	3	5	-6[fluorescence artefact?]	4	23
O=[N+]([O-])c1cccc(-c2nc(-c3ccncc3)no2)c1	9	-40	20	0.0	0	.	3	2	-14
O=C(NNS(=O)(=O)c1ccccc1)c1ccncc1	4	3	-12	-1.2	3	3	-3	-2	-8
CCCCn1c(O)c(C=NCCCN(C)C)c(=O)[nH]c1=O	0	1	16	-0.9	1	5	10	2	-19
CC(C)C(c1nnnn1Cc1ccc(F)cc1)N1CCSCC1 (configuration not stated)	-5	15	10	-0.1	-1	3	-1	6	-11
O=C(NCC1(c2ccccc2)CCCC1)c1ccc(Br)cc1	2	-59	1	1.8	2	9	2	6	-9
COCc1ccc(CN2CCCC(CO)(Cc3cccc(OC)c3)C2)o1 (configuration not stated)	1	4	-11	-0.1	-1	5	3	.	5
COc1cc(S(=O)(=O)Nc2ccccc2C)ccc1NC(=O)c1ccncc1	-2	4&-7	-14	3.8	4	6&6	-3	2	-11
CCCCCOc1ccc(/C=C/C(=O)NCCc2nc3ccccc3[nH]2)cc1OC	-50	-63	-7	-1.8	0	8	4	4	-18
CN(/N=C/c1ccc2c(c1)OCO2)c1nc(N2CCOCC2)nc(N2CCOCC2)n1	-6	-28	-7	0.0	-1	3	-3	1	-6

# Only part of the results is shown; the hit share may differ from the screen's.
